VP16 counter: Gal4-VP16 reporter inhibition counter-screen; Drosophila S2 Gal4-VP16 UAS-luciferase, luminescence, 20 h; Potency, µM (top dose mostly 53.6 µM), inactives show top-dose activity, negative = inhibition, actives largely listed as inhibitors; 310,000 compounds, 3.5% hits; AID 2546;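 note: Gal4-VP16 expression switched on by copper sulfate through the metallothionein promoter; % is set by controls: 0 for no effect and ±100 for the full control effect; nearly all actives have a fitted effect of over 50% in size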
p53 reactivation: re-activators of mutant p53; H1299 p53-A138V BP100-luciferase reporter, luminescence, 24 h; Potency, µM (top dose mostly 92.2 µM), for the others: top-dose activity change, positive = activation, most hits filed as activators; 320,000 compounds, 0.063% hits; AID 504706; note: % of control where 0% means no effect; nearly all actives have a fitted effect of over 45% in size
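p53-null H1299 cells stably carrying temperature-sensitive p53-A138V and a BP100-luciferase reporter were pinned with compounds (4-point, 1:5 series) and held 24 hrs at 37 deg C. Luminescence was read 10 min after detection reagent.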
ELG1 genotoxic: induces genotoxicity in HEK293T cells with luciferase-tagged ELG1; AID 504466; 330,000 compounds, 1.3% hits; HEK293T ELG1-luciferase reporter, luminescence, 16 h; Potency, µM (top dose mostly 46 µM), without a hit: top-dose activity change, positive = activation, actives largely listed as activators; note: % of control where 0% means no effect; nearly all actives have a fitted effect of over 60% in size
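Genotoxic stress is detected as increased luminescence from luciferase-tagged ELG1 in HEK293T cells, measured with ONE-Glo after a 16 hr treatment at 37 °C.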
MLL CXXC-DNA inh: inhibitors of human MLL CXXC domain-DNA interaction; MLL-CXXC / FITC-HOXA9 DNA fluorescence polarization; Potency, µM (titrated, usually from 115 µM), for inactives: top-dose activity change, negative = inhibition, most hits filed as inhibitors; 290,000 compounds, 0.037% hits; AID 2662; active = well fitted inhibition curve with a large enough effect in the polarisation, with a control signal flat, not every such curve was filed as active; inconclusive = small, poorly fitted or top-dose-only effect, or effect the other way, or a change in a side signal; inactive = no such curve, though single readings can be large or run the other way; the % refers to the polarisation
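Steps: dispense CXXC domain solution (7 uM) → pin compounds or unlabeled HOX-A9 DNA control → 5 min ambient → add FLSN-HOX-A9 solution (50 nM) → spin → 30 min ambient → fluorescence polarization. Tris pH 7.5/NaCl/DTT/BSA buffer.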
BRCA1 expr act: activators of BRCA1 expression; MCF7-BRCA1-FFLuc reporter, luminescence, 48 h; response scale: scaled: vehicle 0%, 10 µM genistein 100%; Potency, µM (doses to about 46.1 µM), for inactives: at the top dose activation, actives largely listed as activators; 380,000 compounds, 1.1% hits; AID 624202; note: nearly all actives have a fitted effect of over 80% in size; some results filed as inactive show a strong effect at the top dose
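Luminescence from a BRCA1-driven firefly luciferase in MCF7 cells was the read-out, taken 15 min after substrate addition following 48 h compound exposure at 37 °C. Data were normalized to a 10 microM genistein control and DMSO vehicle.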
Rab9 prom act: Rab9 promoter activation; 320,000 compounds, 2.8% hits; AID 485297; Huh7 Rab9 promoter-luciferase reporter, luminescence, 24 h; Potency, µM (series often up to 9.22 µM), for inactives: at the highest dose activation, negative = inhibition, most hits filed as activators; note: % of control where 0% means no effect; nearly all actives have a fitted effect of over 60% in size
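Quantitative HTS format; Huh7 Rab9-luciferase reporter cells (1500/well) receive compound 2 h post-plating, incubate 24 h at 37 °C, then get luciferase reagent for 10 min before luminescence reading.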
FLuc counter: counter-screen for miR-21 project: firefly luciferase inhibitors or activators | purified FLuc, Km substrates, luminescence inhibition | Potency, µM (doses to about 57.5 µM), inactives show at the top dose activity change, negative = inhibition, usual class: inhibitors | P08659 | AID 588342 | 360,000 compounds, 6.9% hits;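 note: plate controls were vehicle for no effect and reference inhibitor for full effect; nearly all actives have a fitted effect of over 55% in size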
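Purified P. pyralis luciferase, 10 nM final, with Km-level 10 uM D-luciferin and 10 uM ATP in 50 mM Tris acetate pH 7.5, 10 mM Mg acetate, 0.01% Tween-20, 0.05% BSA; 6-point qHTS titration about 60 µM downward; luminescence read.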
NPC1 prom act: activators of NPC1 promoter. Huh7 NPC1 promoter luciferase reporter, 24 h. Potency, µM (top dose mostly 9.22 µM), for the others: at the top dose activation, hits mostly activators. 320,000 compounds, 2.4% hits;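 note: % of control where 0% means no effect; nearly all actives have a fitted effect of over 60% in size; reporter is driven by a mutant NPC1 promoter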
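Luminescence from an NPC1 promoter-driven luciferase reporter in stably transfected Huh7 cells was measured after 24 h compound treatment at 37 °C, followed by 10 min ambient incubation with luciferase detection reagent.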
MBNL1-CUG inh: blocks human MBNL1 binding to CUG repeat RNA. TR-FRET MBNL1-His/biotin-(CUG)12 binding, 665/545 ratio. Potency, µM (series often up to 57.5 µM), for inactives: at the highest dose activity change, negative = inhibition, hits mostly inhibitors. 280,000 compounds, 0.036% hits. AID 2675; active = well fitted inhibition curve with a large enough effect in the signal ratio, with a control signal flat, not every such curve was filed as active; inconclusive = small, poorly fitted or top-dose-only effect, or effect the other way, or a change in a side signal; inactive = no such curve, though single readings can be large or run the other way; the % refers to the signal ratio; note: % is set by controls: 0 for no effect and ±100 for the full control effect
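TR-FRET between His-tagged MBNL1 and biotin-(CUG)12 RNA, detected with Tb anti-His antibody (0.055 ng/ul) and streptavidin-XL665 (5 nM), 60 min at room temperature. Compounds titrated 92 nM to 58 uM; 665/545 nm ratio normalized to buffer and complex controls.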
uPA surface inh: cell surface uPA generation inhibition | cell surface uPA generation assay, qHTS | Potency, µM (titrated, usually from 38.3 µM), inactives show at the highest dose activity change, negative = inhibition, actives largely listed as inhibitors | 330,000 compounds, 0.31% hits; active = well fitted inhibition curve with a large enough effect; inconclusive = small, poorly fitted or top-dose-only effect; inactive = no such curve, though single readings can be large or run the other way; tested in mouse RAW 264.7 cells; note: % is set by controls: 0 for no effect and ±100 for the full control effect; nearly all actives have a fitted effect of over 55% in size
RORgamma inh: blocks mouse ROR gamma transcriptional activity | 310,000 compounds, 5.4% hits | Potency, µM (highest dose often 53.6 µM), for the others: at the top dose activity change, negative = inhibition, most hits filed as inhibitors | P51450 | AID 2551 | Drosophila S2 Gal4-RORgamma UAS-luciferase reporter, 20 h; note: % is set by controls: 0 for no effect and ±100 for the full control effect; nearly all actives have a fitted effect of over 60% in size
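A Gal4/UAS one-hybrid system in insect cells: metallothionein-promoter Gal4–ROR gamma fusion plus Photinus luciferase reporter. Copper sulfate 700 uM final, 20 hr ambient incubation, luminescent detection after 10 min with reagent.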
Starred values were filed as active, the others as inactive; ? = inconclusive; . = not tested or not shown; [ ] = remark or other dose. Unless noted, calls come from the whole dose curve; as a rule, active = well fitted curve in the direction sought with a large enough effect; inconclusive = small, poorly fitted or top-dose-only effect, or another doubt; inactive = no such curve, though single readings can be large; an effect the other way counts as inactive or inconclusive. Potency is the fitted concentration of half-maximal effect. An excerpt. The share of hits here may be higher or lower than overall.

SMILES	VP16 counter	p53 reactivation	ELG1 genotoxic	MLL CXXC-DNA inh	BRCA1 expr act	Rab9 prom act	FLuc counter	NPC1 prom act	MBNL1-CUG inh	uPA surface inh	RORgamma inh
O=[N+]([O-])c1ccc(N2CCN(S(=O)(=O)c3ccccc3)CC2)cc1NCCN1CCOCC1	-8%	8%	-22%	-4%	-58%	-5%	-2%	1%	?	-7%	?
CCc1ccc(/C=N/NC(=O)Cc2ccc(OC)c(OC)c2)s1	-8%	-10%	-6%	16%	-9%	-10%	-3%	0%	?	-1%	2%
Cc1ccc2[nH]c(SCC(=O)N3CCOCC3)nc2c1C	11%	?	?	1%	8.9µM*	3.5µM*	15µM*	?	0%	1%	-12%
COc1ccc(N(Cc2cc3ccc(C)cc3[nH]c2=O)C(=O)C2CCCO2)cc1 (configuration not stated)	5%	-7%	-2%	1%	14%	-9%	2%	-5%	-4%	-4%	12%
O=C(CSc1nnc(Cc2ccccc2)o1)Nc1ccc2c(c1)OCO2	8%	18%	1%	-4%	29%	12%	-14%	10%	-3%	-2%	30%
CCNc1ccccc1CP(=O)(c1ccccc1)c1ccccc1O (configuration not stated)	7%	0%	-2%	-16%	-5%	4%	-14%	0%	10%	1%	-18%
CCOC(=O)CNC(=O)CNC(=O)c1nn(-c2ccc(OC)c(OC)c2)c(=O)c2ccccc12	-9%	0%	-1%	-1%	-22%	-4%	2%	3%	18%	-1%	12%
Cn1c(=O)n(C)c2cc(/C=N/NC(=O)c3cc4cc(Br)ccc4o3)ccc21	1%	0%	-1%	-3%	-21%	1%	-6%	1%	17%	-4%	-28%
CCCCCN(C(=O)CCC(=O)OCC(=O)c1ccc(C(C)(C)C)cc1)c1c(N)n(CCCC)c(=O)[nH]c1=O	.	10%	-2%	.	25%	24%	?	18%	.	-6%	.
O=C(CCC(=O)c1ccc(Br)cc1)Nc1cccnc1	6%	18%	1%	-3%	8%	-5%	2%	-9%	-8%	-3%	2%
Cc1cc(OCCCn2ccnc2)cc(C(C)C)c1	-1%	-6%	0%	-8%	0%	0%	1%	-7%	0%	-4%	32µM*
COCCN(C(=O)CCC(=O)Nc1nccs1)C(C(=O)NC(C)(C)C)c1ccc(Cl)cc1 (configuration not stated)	7%	-3%	-7%	-8%	-15%	-1%	0%	1%	-8%	5%	-26%
CC(C)c1cc(C(=O)N/N=C/c2cccnc2)cs1	1%	22%	16%	-3%	65%	-5%	?	-1%	.	-6%	?
CCN(CC)CC(=O)N(CC(=O)Nc1c(C)cc(C)cc1C)C1CCCCC1	-10%	-5%	3%	-4%	-32%	9%	0%	3%	-4%	-1%	0%
CCN(CC(=O)Nc1c(F)cccc1F)C(=O)CNC(=O)c1sc2ccccc2c1Cl	.	2%	2%	.	?	2%	1%	-3%	.	5%	.
OC(COc1ccc(Cl)cc1)CN1C2=NCCCN2c2ccccc21 (configuration not stated)	-11%	-2%	-11%	8%	-49%	2%	0%	-1%	-10%	-1%	-22%
CC1(C)CC(C)(O)N(Cc2ccccc2)C(=S)N1 (configuration not stated)	16µM*	-1%	-1%	1%	7%	-9%	-1%	-1%	-3%	-3%	13µM*
O=C(Cc1cccs1)OCC(=O)c1ccco1	1%	7%	3%	-3%	12%	-2%	?	3%	5%	-2%	0%[10 µM]
O=C(O)c1cccc(NC(=O)c2ccccc2NC(=O)c2ccco2)c1	1%	16%	1%	-9%	3%	-2%	?	-5%	5%	-6%	-2%
CCOC(=O)Cc1cnc(NC(=O)CSc2nc(N)cc(=O)[nH]2)s1	8%	-3%	-1%	-2%	-5%	0%	4%	-4%	-4%	1%	8%
COC(=O)C1=C(C)N(Cc2ccccc2)C(=NCCCCO)N[C@H]1c1cccc(C(F)(F)F)c1	-1%	-1%	-1%	35%[activator]	-40%	-5%	-1%	-3%	-8%	-15%	-12%
COc1ccc(C2=Nn3c(nnc3C(F)(F)F)SC2)cc1	-13%	-7%	0%	10%	-54%	-5%	-1%	-3%	-1%	1%	0%
Cc1ccc(C(=O)N/C(=C\c2sccc2C)C(=O)NCc2ccncc2)cc1	15%	3%	0%	-5%	-10%	0%	4%	0%	13%	1%	8%
COc1ccc(C2NC(=O)NC(C)=C2C(=O)OCc2ccc3c(c2)OCO3)cc1OC (configuration not stated)	-6%	-7%	9%	7%	14%	-1%	-28%	-5%	?	.	30%
O=C(COc1ccc(Cl)cc1)Nc1ccc2c(c1)C(=O)NC2=O	1%	-4%	-1%	5%	0%	1%	-2%	-3%	7%	3%	-2%

(list continues)
SMILES	VP16 counter	p53 reactivation	ELG1 genotoxic	MLL CXXC-DNA inh	BRCA1 expr act	Rab9 prom act	FLuc counter	NPC1 prom act	MBNL1-CUG inh	uPA surface inh	RORgamma inh
COc1ccc(NC(=O)Cc2c(Cl)cccc2Cl)cn1	2%	-1%	0%	6%	-9%	-8%	1%	-3%	2%	4%	-1%
Cc1[nH]n(-c2ccccc2)c(=O)c1/C=C1/C=c2ccccc2=N1	?	15%	10%	-3%	-65%	21%	?	7%	5%	.	31%
O=C(CN1CCN(c2ccccn2)CC1)NC1CCCCC1	6%	-17%	-1%	-16%	-5%	1%	-1%	-2%	-1%	2%	6%
CCOc1ccc(S(=O)(=O)NC2CC2)cc1C(N)=O	-2%[10 µM]	-4%	-3%	17%	0%	-29%	2%	-1%	3%	0%	-4%
Cc1cc(Nc2ccc(C(=O)O)cc2)n2nc(C)nc2n1	-1%	2%	-12%	7%	36%	-8%	-1%	0%	4%	6%	-10%
COc1cccc(-n2ccnc2SCC(=O)NCc2ccccc2)c1	2%	-7%	0%	1%	2%	2%	0%	-2%	12%	1%	-9%
O=C(/C=C/c1cccc([N+](=O)[O-])c1)NCc1ccco1	20%	5%	2%	-1%	19%	0%	-10%	6%	?	5%	?
Cn1c(C(=O)N/N=C/c2ccccc2)cc2ccccc21	-9%	28%	?	-8%	74%	2.8µM*	2.7µM*	?	1%	-1%	1%
C=CCSC1=C(C#N)C(c2ccccc2OC)CC(=O)N1 (configuration not stated)	-2%	-21%	-6%	-13%	1%	-1%	2%	3%	16%	-6%	11%
NC(=O)c1cc2cc(Cl)ccc2oc1=O	10%	-6%	0%	8%	0%	-1%	5%[2.3 µM]	-4%	?	-4%	12%
Cc1ccc(-n2c(CNc3ccc(C)c(Cl)c3)n[nH]c2=S)cc1	-17%	-4%	3%	-5%	-46%	-6%	-5%	-2%	-2%	13%	2.5µM*
CCc1cccc2c(C(=O)CSc3nncn3-c3ccccc3OC)c[nH]c12	?	-17%	-4%	10%	-4%	5%	-3%	-2%	-1%	-5%	34%
CCC(Sc1nc(-c2ccccc2)c(C#N)c(=O)[nH]1)C(=O)Nc1cc(C)on1 (configuration not stated)	9%	5%	2%	-10%	-17%	1%	1%	0%	11%	-30%	-5%
CCCCc1c(C)[nH]c2nc3ccccc3n2c1=O	-7%	.	24%	0%	?	?	?	?	-11%	-3%	?
Cc1ccc(-n2c3c(cc(C(=O)NC4CCSC4=O)c2=O)C(=O)CCC3)cc1 (configuration not stated)	4%	-3%	1%	2%	0%	6%	2%[2.3 µM]	-4%	11%	-2%	-9%
COc1ccc(-c2cc(C(=O)N(C)CC(=O)Nc3ccccc3Br)c3ccccc3n2)cc1OC	.	3%	-3%	.	-32%	-5%	?	-4%	.	-4%	.
Cc1cc(C)cc(N(CC(=O)NCC2CCCO2)S(=O)(=O)c2c(C)noc2C)c1 (configuration not stated)	16%	1%	-2%	-1%	1%	1%	2%	-4%	9%	2%	14%
Cc1ccc(/C=C2\Sc3ccccc3C2=O)s1	?	15%	?	-10%	-27%	?	0.43µM*	?	18%	0%	11µM*
CC1(c2ccc3noc(-c4ccc(F)cc4)c3c2)OCCO1	-2%	4%	-1%	-6%	-1%	-2%	?	1%	19%	9%	26%
Nc1nonc1C(=O)N1CCCC1	-6%	-1%	0%	34%[activator]	3%	2%	-4%	-4%	-2%	-10%	-12%
COc1ccc(OC)c(C2CC(=O)N3CN(c4ccccc4F)CSC3=C2C#N)c1 (configuration not stated)	-1%	0%	5%	1%	-3%	-3%	?	6%	20%	-5%	15%
CC(=O)NC(C)C(=O)OCC(=O)Nc1ccc(Br)cc1 (configuration not stated)	0%	0%	1%	14%	4%	11%	11%	10%	-10%	2%	1%
CCOc1ccc(N/C(C)=C\C(=O)c2ccc3c(c2)OCCO3)cc1	?	11%	12%	4%	13µM*	1.1µM*	3.8µM*	2.5µM*	-22%	1%	-1%

Bioassay records: PubChem BioAssay, National Center for Advancing Translational Sciences (NCATS)
